# VP16 counter: Gal4-VP16 reporter inhibition counter-screen | AID 2546 | Potency, µM (top dose mostly 53.6 µM), without a hit: at the highest dose activity, negative = inhibition, most hits filed as inhibitors | 310,000 tested, 3.5% active | Drosophila S2 Gal4-VP16 UAS-luciferase, luminescence, 20 h;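 also: Gal4-VP16 expression switched on by copper sulfate through the metallothionein promoter; % is scaled to controls: 0 for no effect and ±100 for the full control effect; nearly all actives have a fitted effect of over 50% in size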
# uPA generation: inhibitors of cell surface uPA generation; Potency, µM (highest dose often 38.3 µM), for the others: top-dose activity change, negative = inhibition, usual class: inhibitors; cell surface uPA generation assay, qHTS; 330,000 tested, 0.31% active; active = well fitted inhibition curve with a large enough effect; inconclusive = small, poorly fitted or top-dose-only effect; inactive = no such curve, though single readings can be large or run the other way; tested in mouse RAW 264.7 cells; also: % is scaled to controls: 0 for no effect and ±100 for the full control effect; nearly all actives have a fitted effect of over 55% in size
# ELG1 genotoxic: inducers of genotoxicity in HEK293T ELG1-luciferase cells; HEK293T ELG1-luciferase reporter, luminescence, 16 h; Potency, µM (top dose mostly 46 µM), for inactives: at the top dose activity change, positive = activation, usual class: activators; 330,000 tested, 1.3% active; AID 504466; also: % of control where 0% means no effect; nearly all actives have a fitted effect of over 60% in size
#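 Quantitative HTS format in 1536-well plates. HEK293T ELG1-luciferase reporter cells receive test compound and are incubated 16 hr at 37 °C, 5% CO2; ONE-Glo added, 30 min room temperature, then luminescence read.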
# FLuc counter: inhibits or activates purified firefly luciferase, miR-21 counter-screen; purified FLuc, Km substrates, luminescence inhibition; Potency, µM (doses to about 57.5 µM), inactives show at the top dose activity change, negative = inhibition, hits mostly inhibitors; 360,000 tested, 6.9% active; AID 588342;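 also: plate controls were vehicle for no effect and reference inhibitor for full effect; nearly all actives have a fitted effect of over 55% in size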
# Target sequence (P08659 whole entry, looked up): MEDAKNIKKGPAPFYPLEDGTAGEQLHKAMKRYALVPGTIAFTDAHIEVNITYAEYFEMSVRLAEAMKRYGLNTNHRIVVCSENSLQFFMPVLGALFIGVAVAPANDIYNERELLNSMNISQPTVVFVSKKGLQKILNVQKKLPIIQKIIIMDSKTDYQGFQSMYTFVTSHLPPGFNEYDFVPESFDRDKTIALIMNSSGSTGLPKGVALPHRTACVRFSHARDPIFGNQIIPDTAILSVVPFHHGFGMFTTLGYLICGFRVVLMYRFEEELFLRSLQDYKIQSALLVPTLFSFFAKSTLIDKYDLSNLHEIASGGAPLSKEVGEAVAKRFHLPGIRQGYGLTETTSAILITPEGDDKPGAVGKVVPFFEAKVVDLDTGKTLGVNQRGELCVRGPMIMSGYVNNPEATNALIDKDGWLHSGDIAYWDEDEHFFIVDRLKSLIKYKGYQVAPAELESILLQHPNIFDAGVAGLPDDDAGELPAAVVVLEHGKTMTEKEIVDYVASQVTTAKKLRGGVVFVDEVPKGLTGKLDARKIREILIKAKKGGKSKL
#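 Purified P. pyralis luciferase (10nM final) with 10uM D-luciferin and 10uM ATP (Km levels) in 50mM Tris acetate pH 7.5, 10mM Mg acetate, 0.01% Tween-20, 0.05% BSA; qHTS 6-point titration, ~60 µM downward; luminescence read.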
# p53 reactivation: restores transcriptional activity of mutant p53; 320,000 tested, 0.063% active; H1299 p53-A138V BP100-luciferase reporter, luminescence, 24 h; Potency, µM (top dose mostly 92.2 µM), for inactives: top-dose activity change, positive = activation, hits mostly activators; AID 504706; also: % of control where 0% means no effect; nearly all actives have a fitted effect of over 45% in size
#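 p53-null H1299 cells stably carrying temperature-sensitive p53-A138V and a BP100-luciferase reporter were pinned with compounds (4-point, 1:5 series) and held 24 hrs at 37 deg C. Luminescence was read 10 min after detection reagent.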
# BRCA1 expr act: increases BRCA1 expression; MCF7-BRCA1-FFLuc reporter, luminescence, 48 h; response scale: scaled: vehicle 0%, 10 µM genistein 100%; Potency, µM (highest dose often 46.1 µM), for the others: top-dose activation, actives largely listed as activators; 380,000 tested, 1.1% active; also: nearly all actives have a fitted effect of over 80% in size; some results filed as inactive show a strong effect at the top dose
#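 MCF7-BRCA1-FFLuc, 2000 cells/well; 2 h attach, 37 °C/5% CO2; compound 48 h; luciferase substrate 15 min; luminescence end-point. Norm. to genistein 10 microM max activation and DMSO; concentration-response curves fitted.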
# NPC1 promoter act: activates the NPC1 promoter; Huh7 NPC1 promoter luciferase reporter, 24 h; Potency, µM (series often up to 9.22 µM), inactives show at the top dose activation, hits mostly activators; 320,000 tested, 2.4% active;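 also: % of control where 0% means no effect; nearly all actives have a fitted effect of over 60% in size; reporter is driven by a mutant NPC1 promoter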
#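 Quantitative HTS used a cell-based reporter: Huh7 cells stably bearing the NPC1 promoter upstream of luciferase were treated with compounds for 24 h, and promoter activation was read as luminescence.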
# Rab9 prom act: activates the Rab9 promoter; AID 485297; 320,000 tested, 2.8% active; Huh7 Rab9 promoter-luciferase reporter, luminescence, 24 h; Potency, µM (titrated, usually from 9.22 µM), inactives show top-dose activation, negative = inhibition, most hits filed as activators; also: % of control where 0% means no effect; nearly all actives have a fitted effect of over 60% in size
#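 Using Huh7 cells stably transfected with Rab9 promoter–luciferase, compounds were incubated 24 h at 37 °C, 5% CO2; luciferase luminescence was read 10 min after reagent addition.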
# MBNL1 CUG block: MBNL1-poly(CUG) RNA binding inhibition | Q9NR56 | TR-FRET MBNL1-His/biotin-(CUG)12 binding, 665/545 ratio | Potency, µM (titrated, usually from 57.5 µM), for the others: at the highest dose activity change, negative = inhibition, hits mostly inhibitors | 280,000 tested, 0.036% active; active = well fitted inhibition curve with a large enough effect in the signal ratio, with a control signal flat, not every such curve was filed as active; inconclusive = small, poorly fitted or top-dose-only effect, or effect the other way, or a change in a side signal; inactive = no such curve, though single readings can be large or run the other way; the % refers to the signal ratio; also: % is scaled to controls: 0 for no effect and ±100 for the full control effect
# Target sequence (Q9NR56 whole entry, looked up): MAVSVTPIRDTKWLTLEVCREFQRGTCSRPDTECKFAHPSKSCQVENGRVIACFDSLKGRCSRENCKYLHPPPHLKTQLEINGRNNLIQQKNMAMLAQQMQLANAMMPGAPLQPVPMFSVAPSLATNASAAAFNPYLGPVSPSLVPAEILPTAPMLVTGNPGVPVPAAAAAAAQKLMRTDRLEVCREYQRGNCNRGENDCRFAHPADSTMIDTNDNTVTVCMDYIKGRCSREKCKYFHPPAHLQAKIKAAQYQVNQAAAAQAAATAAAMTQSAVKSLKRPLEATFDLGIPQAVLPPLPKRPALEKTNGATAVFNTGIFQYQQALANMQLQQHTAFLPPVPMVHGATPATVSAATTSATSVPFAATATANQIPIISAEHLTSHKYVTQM
#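 Compound titration spanned 92 nM–58 uM against the MBNL1-His/biotin-(CUG)12 complex. After 60 min at room temperature with 5 nM streptavidin-XL665 and 0.055 ng/ul terbium anti-His, ratiometric 665/545 nm emission (Ex 340 nm) normalized to controls.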
# RORg inh: inhibitors of mouse ROR gamma transcriptional activity | Drosophila S2 Gal4-RORgamma UAS-luciferase reporter, 20 h | Potency, µM (highest dose often 53.6 µM), without a hit: at the top dose activity change, negative = inhibition, actives largely listed as inhibitors | 310,000 tested, 5.4% active; also: % is scaled to controls: 0 for no effect and ±100 for the full control effect; nearly all actives have a fitted effect of over 60% in size
#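 ROR gamma transcriptional activity was tracked as Gal4-UAS luciferase output in stably transfected Drosophila Schneider cells, with compound added 1 hr before 700 uM copper sulfate induction and a 20 hr ambient-temperature incubation.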
# An asterisk follows results filed as active; u = inconclusive; x = not tested or not shown; [ ] = remark or other dose. Unless noted, calls follow the shape of the dose curve; as a rule, active = well fitted curve in the direction sought with a large enough effect; inconclusive = small, poorly fitted or top-dose-only effect, or another doubt; inactive = no such curve, though single readings can be large; an effect the other way counts as inactive or inconclusive. Potency is read from the fitted curve at half-maximal effect.
SMILES,VP16 counter,uPA generation,ELG1 genotoxic,FLuc counter,p53 reactivation,BRCA1 expr act,NPC1 promoter act,Rab9 prom act,MBNL1 CUG block,RORg inh
C=CCn1c(COc2ccc(Cl)cc2)nnc1SCC(=O)c1c(N)n(C)c(=O)n(C)c1=O,-6%,1%,0%,2%,2%,5%,3%,-3%,-1%,1%
COc1cc(/C=C/C(=O)Nc2ccccc2C(F)(F)F)cc(OC)c1OC,-3%,x,1%,2%,-4%,x,1%,6%,10%,-39%
O=C(COC(=O)c1ccncc1)c1ccc(Br)cc1,-1%,2%,-2%,7.6µM*,-1%,-1%,-1%,-4%,4%,1%
O=C(O)C(CO)N=Cc1c(O)c2ccccc2oc1=O (stereo not given),2%,-1%,-5%,-3%,8%,-40%,0%,-1%,3%,-30%
CC(C)=CC(=O)Nc1c(C)cc(C)cc1Cl,22%,2%,0%,6%,-3%,0%,-3%,-3%,-1%,21%
CC(C)(C)CC(=O)N[C@@H](Cc1ccccc1)c1nc2ccccc2[nH]1,-6%,0%,-10%,1%,1%,-3%,2%,6%,-1%,-23%
CC1CCCC2(C1)NC(=S)c1c(sc3c1CCCC3)N2 (stereo not given),u,4%,29%,24µM*,9%,-58%,-4%,-5%,47%[activator],32µM*
CCn1c(SCC(=O)NNC(=O)c2ccccc2)nnc1-c1ccncc1,5%,-5%,0%,-1%,-1%,-3%,0%,-2%,2%,-9%
CS(=O)(=O)N(CC(=O)NC1CCCCC1)c1cccc(Cl)c1,4%,-2%,-4%,2%,2%,10%,29%,11%,-7%,15%
COc1cc2c(cc1OC)C(c1cccs1)N(C(=O)c1cccnc1)CC2 (stereo not given),7%,-16%,12%,-3%,0%,-40%,-34%[inhibitor],-28%,-7%,11%
CS(=O)(=O)N1CCN=C1SCc1ccccc1,-2%,10%,3%,-1%,-4%,-1%,-4%,-18%,-5%,-10%
CCOC(=O)c1cc(C(C)=O)c(=O)n(C)c1N,-7%,3%,-1%,2%,3%,-14%,13%,3%,3%,6%
COc1ccc(Cl)cc1NC(=O)CN(C)C(=O)CSc1ccc2c(c1)OCCO2,x,4%,0%,u,-3%,-5%,2%,11%,x,x
CC(=O)Nc1ccc(S(=O)(=O)/N=C2\C(=O)c3ccccc3C([O-])=C2n2cc[n+](-c3ccccn3)c2)cc1,3%,7%,-18%,-15%,-8%,-71%,u,18%,x,-9%
COc1ccc(/C=N/Nc2cc(C)nc(-n3nc(C)cc3C)n2)c(OC)c1,0.28µM*,-10%,u,17µM*,16%,-90%,0%,-12%,u,0.2µM*
CN(C)c1ccc(/C=C2\NC(=S)N(Cc3ccccc3)C2=O)cc1,11µM*,-1%,-5%,u,2%,-30%,3%,10%,19%,5µM*
Cc1sc2ncnc(N3CCCC(C)C3)c2c1C (stereo not given),-9%,-1%,-3%,-5%,-6%,-26%,-3%,-8%,-3%,0%
O=C(c1cccs1)c1ccc(-c2cccs2)s1,13µM*,-9%,u,0.3µM*,26%,-30%,u,0.5µM*,u,-23%
O=C(c1ccc2nc(N3CCOCC3)sc2c1)N1CCN(c2ccc(Cl)cc2)CC1,-4%,0%,-6%,-1%,-12%,-6%,3%,0%,0%,29%
CC(C)(C)NC(=O)C(c1c[nH]c2ccccc12)N(C(=O)Cn1nnc(-c2ccc(F)cc2)n1)c1cccc(O)c1 (stereo not given),-13%,-7%,-7%,0%,-4%,-80%,-3%,-3%,-4%,u
CCSc1ncnc2sc3c(c12)CCC3,5%,x,1%,1%,-2%,8%,-3%,5%,1%,-18%
O=[N+]([O-])c1ccc(/C([O-])=C(/C(=S)NCc2ccco2)[n+]2ccccc2)cc1,0%,-4%,-1%,-1%,2%,38%,-9%,-1%,u,19%
CCC(C)(C)n1nnnc1CN1CCSCC1,9%,5%,-2%,6%,2%,-14%,0%,-5%,3%,-18%
CCNc1nc(NCC)n2c(SCC(=O)Nc3ccccc3F)nnc2n1,x,1%,-1%,6%,-1%,-17%,-3%,6%,x,x
Cc1cccc(C)c1NC(=O)c1sccc1SCC#N,0%,x,-1%,2%,-8%,2%,-1%,-5%,-2%,-16%

# Structural class, the compounds so far containing four or more nitrogen atoms (eight)
SMILES,VP16 counter,uPA generation,ELG1 genotoxic,FLuc counter,p53 reactivation,BRCA1 expr act,NPC1 promoter act,Rab9 prom act,MBNL1 CUG block,RORg inh
C=CCn1c(COc2ccc(Cl)cc2)nnc1SCC(=O)c1c(N)n(C)c(=O)n(C)c1=O,-6%,1%,0%,2%,2%,5%,3%,-3%,-1%,1%
CCn1c(SCC(=O)NNC(=O)c2ccccc2)nnc1-c1ccncc1,5%,-5%,0%,-1%,-1%,-3%,0%,-2%,2%,-9%
CC(=O)Nc1ccc(S(=O)(=O)/N=C2\C(=O)c3ccccc3C([O-])=C2n2cc[n+](-c3ccccn3)c2)cc1,3%,7%,-18%,-15%,-8%,-71%,u,18%,x,-9%
COc1ccc(/C=N/Nc2cc(C)nc(-n3nc(C)cc3C)n2)c(OC)c1,0.28µM*,-10%,u,17µM*,16%,-90%,0%,-12%,u,0.2µM*
O=C(c1ccc2nc(N3CCOCC3)sc2c1)N1CCN(c2ccc(Cl)cc2)CC1,-4%,0%,-6%,-1%,-12%,-6%,3%,0%,0%,29%
CC(C)(C)NC(=O)C(c1c[nH]c2ccccc12)N(C(=O)Cn1nnc(-c2ccc(F)cc2)n1)c1cccc(O)c1 (stereo not given),-13%,-7%,-7%,0%,-4%,-80%,-3%,-3%,-4%,u
CCC(C)(C)n1nnnc1CN1CCSCC1,9%,5%,-2%,6%,2%,-14%,0%,-5%,3%,-18%
CCNc1nc(NCC)n2c(SCC(=O)Nc3ccccc3F)nnc2n1,x,1%,-1%,6%,-1%,-17%,-3%,6%,x,x

# Other compounds:
SMILES,VP16 counter,uPA generation,ELG1 genotoxic,FLuc counter,p53 reactivation,BRCA1 expr act,NPC1 promoter act,Rab9 prom act,MBNL1 CUG block,RORg inh
C=CCN1c2ccccc2[C@]23C[C@@H](C(=O)OC)N(C(=O)c4cccs4)C2=NC(C(=O)OC)=C(C(=O)OC)[C@H]13,u,6.3µM*,-13%,0%,8%,0%,-6%,-10%,3%,10%
COc1ccc(-c2c(NC(=O)c3ccco3)oc3c(C)cccc3c2=O)cc1OC,8%,-1%,-8%,5%,-4%,0%,-2%,-1%,-9%,-12%
CCC(C)NC(=O)C1(C)CCC(=O)N1CCc1ccc(OC)c(OC)c1 (stereo not given),5%,7%,-5%,3%,0%,1%,-2%,6%,9%,24%
COc1ccc(N2CC(C(=O)Nc3ccccc3C(=O)NCc3ccco3)CC2=O)cc1 (stereo not given),12%,-1%,-4%,5%,2%,0%,-1%,-3%,-5%,-13%
CCOc1ccc(NC(=O)C2CCN(C(=O)N3CCOc4ccccc43)CC2)cc1,-6%,0%,-2%,-6%,x,-1%,-3%,5%,-1%,20%
Cc1ncsc1CCOC(=O)C1C2CC3CC(C2)CC1C3 (stereo not given),3%,-2%,-1%,-19%,1%,0%,-2%,-4%,3%,-6%
Nc1[nH]n2c(=O)c3c(nc2c1N=Nc1ccccc1)CCCC3,-7%,-8%,1%,u,4%,-50%,-2%,0%,u,-28%
Cc1cc(=O)c2n(Cc3ccc(Cl)cc3)nc[n+]2[nH]1,18%,-5%,2%,3%,-8%,25%,-1%,7%,6%,15%
O=C(NCc1ccncc1)C(=O)NCC1OCCN1S(=O)(=O)c1ccc(Cl)cc1 (stereo not given),-3%,-2%,-6%,4%,2%,14%,-4%,1%,-3%,3%
O=C(CSc1nc(-c2ccco2)cc(C(F)(F)F)n1)NCc1cccs1,-4%,-2%,8%,0%,-1%,-6%,-5%,-18%,6%,u
CN1CCN(c2oc(-c3ccccc3F)nc2S(=O)(=O)c2ccc(Cl)cc2)CC1,4%,-4%,-3%,3%,7%,-16%,-2%,-4%,-4%,-17%
CCOc1ccccc1-c1nc(C(N)=O)c2[nH]c(=O)n(-c3cccc(C)c3)c2n1,-4%,-1%,-3%,-2%,-38%[inhibitor],-62%,-8%,5%,9%,-18%
O=C(CSc1nnc(NC(=O)c2c(F)cccc2F)s1)NC1CC1,4%,2%,6%,-6%,9%,-14%,-2%,-2%,-7%,u
O=C(CCCCn1c(=O)c2ccccc2n(CC(=O)Nc2ccc(F)cc2)c1=O)NCc1ccco1,5%,-7%,-1%,-1%,-5%,-1%,1%,-4%,-9%,8%
CC(C)CC(=O)N1CCC(O)(CS(=O)(=O)Cc2ccc(Cl)cc2)CC1,1%,3%,-2%,-2%,2%,-3%[1.84 µM],0%,-1%,-3%,-2%
COc1ccc(NC(=O)COC(=O)c2c(C)noc2C)c(OC)c1,-1%,4%,0%,-1%,1%,-6%,2%,-3%,-4%,7%
COc1ccc(NC(=O)[C@H](C)NC(=O)[C@@H]2Cc3ccccc3CN2C(=O)OC(C)(C)C)cc1,-6%,-26%,4%,0%,-4%,-22%,-3%,1%,0%,7%
CCCCn1c(=O)[nH]c(=O)c2c1nc(-c1cc(Cl)c(OC)c(OC)c1)n2C,9%,-1%,2%,1%,1%,-21%,0%,-1%,-2%,u

# Rows were taken by chance; any-hit rate near 13%.
